CHRM5 agonist: CHRM5 agonism in calcium assay. P08912. CHO-K1 hM5 cells, Fluo-8 calcium fluorescence; 0% DMSO wells, 100% maximal acetylcholine response. activation, % at 3 µM. 0.19% of 360,000 active. AID 624037;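 active means activation above the run's mean over test compounds plus 3 SD, cut at about 23% in these data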;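 further: signal is peak over basal fluorescence ratio across the kinetic read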
Target sequence (P08912 whole entry, looked up): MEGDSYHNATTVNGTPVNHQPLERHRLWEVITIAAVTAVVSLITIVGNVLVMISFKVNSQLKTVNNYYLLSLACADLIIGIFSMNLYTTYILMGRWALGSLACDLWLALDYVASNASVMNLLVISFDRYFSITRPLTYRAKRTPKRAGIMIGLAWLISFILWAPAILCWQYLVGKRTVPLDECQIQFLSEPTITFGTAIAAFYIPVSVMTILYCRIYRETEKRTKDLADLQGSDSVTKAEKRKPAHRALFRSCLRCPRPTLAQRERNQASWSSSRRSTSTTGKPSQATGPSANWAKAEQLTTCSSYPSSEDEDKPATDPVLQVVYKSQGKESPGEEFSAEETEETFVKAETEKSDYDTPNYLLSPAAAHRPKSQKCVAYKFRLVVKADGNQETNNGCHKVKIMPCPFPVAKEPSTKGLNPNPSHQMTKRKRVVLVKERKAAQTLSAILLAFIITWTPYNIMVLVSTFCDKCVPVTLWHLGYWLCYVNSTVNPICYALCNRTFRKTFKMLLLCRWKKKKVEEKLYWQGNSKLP
M4 ag: CHRM4 agonism in calcium assay. 0.14% of 360,000 active. P08173. AID 624127. activation, % at 3 µM. CHO-K1 hM4/Gqi5, Fluo-8 calcium fluorescence; vehicle 0%, full acetylcholine response 100%;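 active means activation above the run mean over all test wells plus 3 SD, cut at about 32% in these data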;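 further: peak over basal fluorescence ratio per well then scaled between controls; 0% = DMSO wells and 100% = acetylcholine at EC100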
CRFBP-R2 agonist: agonists of human CRF-binding protein/CRF-R2 receptor complex; HEK293 CRF-R2/CRF-BP, calcium dye fluorescence (FLIPR); percent of saturating CRF peptide response; activation, % at 13.2 µM; 0.46% of 350,000 active;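 active means activation of at least 50%, plus an integration ratio under a set limit after plate pattern correction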;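 further: plate controls were neutral control wells without compound for no effect and CRF at EC100 for full effect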
CRFR2-BP antag: blocks CRF-induced signaling of the CRF-BP/CRF-R2 complex. HEK293 CRF-R2/CRF-BP, CRF-induced calcium fluorescence. inhibition, % at 11.8 µM. 0.59% of 350,000 active;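 active means inhibition of the ligand-induced calcium signal above about 50% at the single tested concentration, limit read from the data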
M5 antag: blocks acetylcholine activation of human M5 receptor; P08912; CHO-hM5 cells, Fluo-8 calcium fluorescence, ACh EC80; inhibition, % at 3 µM; 0.59% of 360,000 active; AID 624040;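 active means inhibition above a per-plate cutoff, the mean of that plate's test compounds plus 3 SD, cut at about 27% in these data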;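 further: 0% = acetylcholine EC80 with DMSO and 100% = DMSO without agonist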
CHRM4 PAM: positive allosteric modulators of human muscarinic M4 receptor; CHO-K1 hM4/Gqi5, Fluo-8 calcium fluorescence, ACh EC20; 0% = ACh EC20, 100% = maximal ACh; activation, % at 3 µM; 0.4% of 360,000 active; P08173;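 active means activation above its plate's cutoff, the mean activation of sample wells plus 3 SD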; further: some results filed as inactive read as strong as hits
IDE inh: inhibits human insulin-degrading enzyme in HEK cells; 0.41% of 320,000 active; inhibition, % at 5.59 µM; FAbetaB cleavage, fluorescence polarization;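 active means percent inhibition above the average of all tested compounds plus 3 SD, set per screening campaign, cut at about 16% in these data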;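 further: IDE supplied by intact live HEK cells; FP after avidin binding of uncleaved biotin substrate so inhibition keeps polarization high; 0% = DMSO wells and 100% = 60 µM reference IDE inhibitor Ii1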
CHRM5 PAM: CHRM5 positive allosteric modulation; CHO-K1 hM5, Fluo-8 calcium, ACh EC20 PAM; 0% = ACh EC20, 100% = ACh EC100; activation, % at 3 µM; 0.3% of 360,000 active;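 active means activation above the run cutoff, the mean activation of all test compounds plus 3 SD, cut at about 18% in these data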
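Assay system: CHO-K1 hM5 cells. Also added: acetylcholine at EC20 concentration, added after compound. Dosing: 3 µM, single dose. Times: compound preincubation 140 s before EC20 acetylcholine addition. Signal: Fluo-8 calcium fluorescence. Measure: % activation relative to EC20 and EC100 ACh responses. Repeats: singlicate, one well per test compound.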
M4 antag: blocks acetylcholine activation of human M4 receptor; inhibition, % at 3 µM; 0.73% of 360,000 active; P08173; CHO-hM4 cells, ACh EC80, Fluo-8 calcium fluorescence;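 active means inhibition above its plate's cutoff, the mean inhibition of sample wells plus 3 SD, cut at about 27% in these data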;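 further: 0% = acetylcholine EC80 with DMSO and 100% = DMSO without agonist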
* = called active by the depositor; nt = not tested or not shown. Compounds were not picked by outcome (roughly 2.9% active in at least one column).

Compound	CHRM5 agonist	M4 ag	CRFBP-R2 agonist	CRFR2-BP antag	M5 antag	CHRM4 PAM	IDE inh	CHRM5 PAM	M4 antag
CCN(c1ccc(NC(=O)COC(=O)CCc2cc(OC)c(OC)c(OC)c2)cc1)C(C)C	-5	2	-0.9	8	-9	5	nt	7	2
CCN(CC)S(=O)(=O)c1ccc2oc(SCC3CN=C(c4ccc(OC)cc4)S3)nc2c1 (stereo unspecified)	-5	3	5.0	-7	-1	-3	0	-9	-1
O=C(CCNS(=O)(=O)c1ccc(Br)cc1)NNC(=O)C1COc2ccccc2O1 (stereo unspecified)	-1	3	3.2	-10	4	6	-2	0	-6
COc1ccc(CNC(=O)COC(=O)CCN2C(=O)C3CC=CCC3C2=O)cc1OC (stereo unspecified)	1	0	-0.2	6	0	4	2	-1	3
Cc1ccc(-c2nnc(-c3ccc(NC(=O)Cc4cccs4)cc3)o2)cc1	0	1	4.0	6	0	2	5	-6	-5
CCN1C(=O)[C@H]2[C@@H](c3ccc(-c4cccc(Cl)c4)cc3)N[C@@](Cc3ccccc3)(C(=O)OC)[C@H]2C1=O	5	2	2.1	-7	15	6	7	-6	-3
O=C(Nc1ccc(-c2cscn2)cc1)C1CCCN(Cc2ccc(CO)o2)C1 (stereo unspecified)	-5	1	0.9	-4	-5	-1	nt	8	6
Cc1ccc(S(=O)(=O)N2CCOCC2)cc1C(=O)Nc1nc(-c2cccnc2)cs1	1	3	-1.6	15	-11	25	3	2	3
Cc1nc2ccccc2nc1CC(O)(c1ccccc1)c1ccccc1	-2	-2	-4.1	25	-3	-1	nt	-5	-9
O=C(CNC(=S)NC(=O)c1cccs1)c1ccccc1	-2	1	-1.2	-24	4	-8	-2	-8	8
N=c1sccn1CC(=O)N1CCc2ccccc21	0	1	0.3	1	-4	3	3	6	-2
CCO[C@H]1OC(C(=O)Nc2ccccc2)=C[C@@H](c2ccc(C(F)(F)F)cc2)[C@@H]1CCCO	-2	8	0.2	4	8	-8	7	-2	-6
CCOc1ccccc1NC(=O)COC(=O)COc1c(Cl)cc(Cl)c2ccc(C)nc12	3	4	3.3	-2	28*	4	0	34*	3
Cc1cc(C)c2c(CC(=O)N(CCC#N)Cc3cccnc3)coc2c1	-2	2	0.8	-28	8	-4	-2	-3	-6
COc1ccc([C@H]2/C=C\CN(C(=O)C3CC3)[C@@H](C)C(=O)N2Cc2ccc(F)cc2)cc1	1	4	-1.6	-2	9	2	1	-2	0
C[C@@H]1O[C@@H](OC[C@H]2O[C@@H](Oc3c(-c4ccc(O)c(O)c4)oc4cc(O)cc(O)c4c3=O)[C@H](O)[C@@H](O)[C@@H]2O)[C@H](O)[C@H](O)[C@H]1O	0	0	-2.2	11	7	-3	-3	-2	-2
S=C(NCc1ccccc1)NN1CCOCC1	-5	2	0.3	-15	4	6	3	0	-1
CC(C)CC(=O)Nc1cccc(NC(=O)CC(C)C)n1	2	1	-2.5	5	1	-7	-12	0	-2
O=C(COC(=O)CC1SC(N2CCCC2)=NC1=O)Nc1ccc(Br)cc1 (stereo unspecified)	-2	1	3.7	5	2	1	nt	2	-10
Cc1ccc(C23CC4CC(CC(C(=O)NC(C(=O)O)C(C)C)(C4)C2)C3)cc1 (stereo unspecified)	-4	0	-2.2	10	0	-4	11	1	11
C[C@H]1CN([C@@H](C)CO)S(=O)(=O)c2ccc(Br)cc2O[C@H]1CN(C)C(=O)Cc1ccncc1	1	0	nt	nt	7	5	nt	1	-10
CC1(C)C2CCC13CS(=O)(=O)NC3C2 (stereo unspecified)	-3	0	-2.3	1	-3	7	2	1	-10
COc1ccc(CNc2nc(NCc3ccc(OC)cc3)n(C(C)=O)n2)cc1	-3	0	-3.5	49	5	-1	-1	5	5
CC1=C(C(=O)NC(C)c2ccc3c(c2)OCCO3)C2(CCC(C)CC2)OC1=O (stereo unspecified)	2	1	0.1	-2	3	-7	3	-4	-7
Cc1ccc(N2CC(C(=O)NCCS(=O)(=O)N3CCN(c4ccccc4)CC3)CC2=O)cc1C (stereo unspecified)	-3	0	0.5	48	0	3	-1	-1	4
CC(=O)Nc1ccc(S(=O)(=O)N(C)CC(=O)OCC(=O)N2CCCCCC2)cc1	-2	0	-1.1	-4	-2	-3	1	4	5
CC(C)CC(NC(=O)C1CCCN1C(=O)OC(C)(C)C)C(=O)NCC(N)=O (stereo unspecified)	0	1	4.6	-6	-10	12	nt	-2	-10
COc1cccc(C(=O)Nc2ccc(NC(=O)Cc3ccccc3)cc2)c1	7	7	-1.1	3	-11	-5	0	-5	8
COc1ccc2c(c1)c(CCN1C(=O)c3ccccc3C1=O)cn2C(=O)c1ccco1	1	3	-0.3	9	2	6	3	3	-7
C=CCn1c(SCC(=O)Nc2ccc3c(c2)OCO3)nc2ccccc2c1=O	-3	7	-1.0	24	4	5	-1	-9	-12
O=C(Nc1ccccc1C(=O)NCc1cccnc1)c1ccccc1Cl	-3	4	0.1	-18	0	-2	2	-3	3
CCOC(=O)C1CCN(C(=O)C2CCN(C(=O)c3ccc([N+](=O)[O-])cc3)CC2)CC1	1	1	-0.6	6	13	-2	5	-6	0
CCOC(=O)c1c(CC(C)C)csc1NC(=O)c1ccccc1C(=O)O	-2	-1	-1.8	13	2	18	-4	4	13
O=C(CN1CCN(S(=O)(=O)c2ccc3ccccc3c2)CC1)Nc1ccc(N2CCOCC2)cc1	-4	1	0.2	-3	2	0	2	-1	-4
N#Cc1ccc(COC(=O)C2CC(=O)N(CCc3ccccc3)C2)cc1 (stereo unspecified)	1	1	-0.9	3	-1	0	nt	1	-7
CC(C)(C)OC(=O)N1CCC(NC(=O)c2[nH]cnc2C(=O)Nc2ccccc2)CC1	5	-1	0.3	0	11	6	-1	1	-5
O=C(Nc1ccccc1)C1=C[C@H](C2CCCCC2)C[C@H](OCCCCO)O1	1	0	-0.5	-7	6	4	-2	6	-7
C/C(=N\NC(=O)CN(c1ccccc1)S(C)(=O)=O)c1ccccc1O	-2	3	-2.0	-20	10	-5	0	2	5
COc1cccc(C(=O)N2CCN(c3ncccn3)CC2)c1	2	1	1.6	-1	4	-4	3	-2	9
COc1ccc(CNC(=O)COC(=O)[C@H](Cc2ccccc2)NC(=O)c2cccs2)cc1	-2	5	-0.7	7	4	0	3	-4	-11
CCc1nccn1CCC(=O)N1CCc2c([nH]c3ccccc23)C1CC(C)C (stereo unspecified)	-6	0	1.9	-20	14	-18	0	-1	10
Cc1ccccc1NC(=O)c1cnn(-c2ccccc2)c1C	4	4	0.9	-10	1	3	6	11	-6
CCSc1ccc([C@@H]2[C@H]3C(=O)N(CC)C(=O)[C@H]3[C@]3(C(=O)OC)CCCCN23)cc1OC	-4	4	1.0	-1	12	-6	2	-17	-4
COc1ccc(CCNC(=O)Nc2ccc(F)cc2F)cc1OC	0	1	-0.8	-2	-1	-3	4	1	-4
CC1=C(C#N)C(NC(=O)C2CCCCC2)(C(F)(F)F)C(=O)N1 (stereo unspecified)	-6	0	-0.3	23	1	-4	0	-15	-1
O=c1[nH]nc(CNc2ccc(C(F)(F)F)cc2)c2ccccc12	10	6	1.4	-11	-1	-3	3	-8	-12
Nc1nc2n(n1)C(c1ccc(Cl)cc1)CC(c1ccc(F)cc1)N2 (stereo unspecified)	5	3	18	-32	3	3	-2	-1	7
Cc1cccc(NCc2ccccc2OCc2ccccc2F)c1	-3	-1	-3.4	22	1	-7	2	-3	7
CCCC(=O)OCC(=O)Nc1ccc2c(c1)OCO2	-1	1	1.4	27	9	7	-5	4	-4
COc1cc(NC(=S)NCc2ccco2)cc(OC)c1OC	-1	1	-1.8	8	10	-3	5	-9	-2
CCOC(=O)CN(C(=O)COc1nc(-c2ccccc2)cc(C)c1C#N)c1cccc(OC)c1	1	4	2.2	-1	14	-9	5	-14	-11
CN(Cc1cccnc1)C(=O)c1cc(S(=O)(=O)Nc2ccccc2F)ccc1Cl	1	1	0.3	7	-6	8	nt	2	-6
CC1CCCC(C(=O)O)N1C(=O)CCS (stereo unspecified)	1	0	2.6	-10	-1	-7	3	-3	7
Cc1c(Cl)ccc2sc(NC(=O)c3ccco3)nc12	21	7	5.7	-18	-9	12	2	8	-23
COc1ccc(NC(=O)c2cccc(Cn3cc(Br)cn3)c2)cn1	-5	4	-0.9	-4	-1	-14	3	-3	5
Cc1ccc(C)c(NC(=O)C2COc3ccccc3O2)c1 (stereo unspecified)	-1	0	-2.3	42	-3	-2	-6	-3	1
COc1ccc(CCNc2ncnc3c2c(C)c(C)n3CCCN(C)C)cc1OC	-6	2	-1.2	6	0	-5	5	-3	1
Cc1cccc(NS(=O)(=O)c2ccc(NC(=O)CN(c3cc([N+](=O)[O-])ccc3C)S(C)(=O)=O)cc2)c1	-1	6	4.4	-45	9	6	1	0	10

As entered above.
`COc1cccc(C(=O)N2CCN(c3ncccn3)CC2)c1` | CHRM5 PAM = -2
`Cc1cccc(NS(=O)(=O)c2ccc(NC(=O)CN(c3cc([N+](=O)[O-])ccc3C)S(C)(=O)=O)cc2)c1` | M4 ag = 6
`COc1ccc(NC(=O)c2cccc(Cn3cc(Br)cn3)c2)cn1` | M4 ag = 4
